# Bioassay records (PubChem)
# HBB splicing – alters splicing of the hemoglobin beta chain. Potency, µM (doses to about 46.1 µM), without a hit: at the highest dose activation, hits mostly activators. HBB splicing reporter cell assay, activation; EGFP reporter with mutant IVS2-654 intron; response scale: normalised to 500 nM splice-correcting PNA. 0.06% of 65,000 active; also: potency is read from the fitted curve at half-maximal effect; 0% is about no effect
#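 HeLa cells stably expressing EGFP interrupted by mutant beta-globin intron 2 (IVS2-654), 500/well in 2% FCS. Treated with compound for 2 days at 37C. Splicing correction scored as total well GFP intensity (488 nm excitation, 500-520 nm emission); 500 nM antisense PNA served as control.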
# 15-hLO inh – 15-hLO (ALOX15) enzyme inhibition | P16050 | purified 15hLO-1, xylenol orange hydroperoxide absorbance | 1.4% of 74,000 active | AID 887 | Potency, µM (titrated, usually from 57.1 µM), for inactives: at the highest dose activity change, negative = inhibition, usual class: inhibitors; also: potency is read from the fitted curve at half-maximal effect; % is scaled to controls: 0 for no effect and ±100 for the full control effect; nearly all actives have a fitted effect of over 55% in size
#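 40 nM 15hLO-1 + cpd, 15 min RT; start w/ 50 uM AA (final), 6 min RT; stop/detect w/ 200 uM XO + 300 uM Fe(II) in 50 mM H2SO4, 30 min; A573/A405. Buffer 25 mM Hepes pH 7.5, 0.01% Triton X-100. No-enzyme wells as negative control.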
# BRCT PPI red – inhibitors of human BRCA1 BRCT-phosphoprotein interaction (red fluorophore); P38398; BRCT-phosphopeptide binding, red fluorescence polarization; Potency, µM (series often up to 76.9 µM), for the others: top-dose activity change, negative = inhibition, usual class: inhibitors; 0.03% of 75,000 active; AID 892; also: % is scaled to controls: 0 for no effect and ±100 for the full control effect
# Target sequence (P38398 whole entry, looked up): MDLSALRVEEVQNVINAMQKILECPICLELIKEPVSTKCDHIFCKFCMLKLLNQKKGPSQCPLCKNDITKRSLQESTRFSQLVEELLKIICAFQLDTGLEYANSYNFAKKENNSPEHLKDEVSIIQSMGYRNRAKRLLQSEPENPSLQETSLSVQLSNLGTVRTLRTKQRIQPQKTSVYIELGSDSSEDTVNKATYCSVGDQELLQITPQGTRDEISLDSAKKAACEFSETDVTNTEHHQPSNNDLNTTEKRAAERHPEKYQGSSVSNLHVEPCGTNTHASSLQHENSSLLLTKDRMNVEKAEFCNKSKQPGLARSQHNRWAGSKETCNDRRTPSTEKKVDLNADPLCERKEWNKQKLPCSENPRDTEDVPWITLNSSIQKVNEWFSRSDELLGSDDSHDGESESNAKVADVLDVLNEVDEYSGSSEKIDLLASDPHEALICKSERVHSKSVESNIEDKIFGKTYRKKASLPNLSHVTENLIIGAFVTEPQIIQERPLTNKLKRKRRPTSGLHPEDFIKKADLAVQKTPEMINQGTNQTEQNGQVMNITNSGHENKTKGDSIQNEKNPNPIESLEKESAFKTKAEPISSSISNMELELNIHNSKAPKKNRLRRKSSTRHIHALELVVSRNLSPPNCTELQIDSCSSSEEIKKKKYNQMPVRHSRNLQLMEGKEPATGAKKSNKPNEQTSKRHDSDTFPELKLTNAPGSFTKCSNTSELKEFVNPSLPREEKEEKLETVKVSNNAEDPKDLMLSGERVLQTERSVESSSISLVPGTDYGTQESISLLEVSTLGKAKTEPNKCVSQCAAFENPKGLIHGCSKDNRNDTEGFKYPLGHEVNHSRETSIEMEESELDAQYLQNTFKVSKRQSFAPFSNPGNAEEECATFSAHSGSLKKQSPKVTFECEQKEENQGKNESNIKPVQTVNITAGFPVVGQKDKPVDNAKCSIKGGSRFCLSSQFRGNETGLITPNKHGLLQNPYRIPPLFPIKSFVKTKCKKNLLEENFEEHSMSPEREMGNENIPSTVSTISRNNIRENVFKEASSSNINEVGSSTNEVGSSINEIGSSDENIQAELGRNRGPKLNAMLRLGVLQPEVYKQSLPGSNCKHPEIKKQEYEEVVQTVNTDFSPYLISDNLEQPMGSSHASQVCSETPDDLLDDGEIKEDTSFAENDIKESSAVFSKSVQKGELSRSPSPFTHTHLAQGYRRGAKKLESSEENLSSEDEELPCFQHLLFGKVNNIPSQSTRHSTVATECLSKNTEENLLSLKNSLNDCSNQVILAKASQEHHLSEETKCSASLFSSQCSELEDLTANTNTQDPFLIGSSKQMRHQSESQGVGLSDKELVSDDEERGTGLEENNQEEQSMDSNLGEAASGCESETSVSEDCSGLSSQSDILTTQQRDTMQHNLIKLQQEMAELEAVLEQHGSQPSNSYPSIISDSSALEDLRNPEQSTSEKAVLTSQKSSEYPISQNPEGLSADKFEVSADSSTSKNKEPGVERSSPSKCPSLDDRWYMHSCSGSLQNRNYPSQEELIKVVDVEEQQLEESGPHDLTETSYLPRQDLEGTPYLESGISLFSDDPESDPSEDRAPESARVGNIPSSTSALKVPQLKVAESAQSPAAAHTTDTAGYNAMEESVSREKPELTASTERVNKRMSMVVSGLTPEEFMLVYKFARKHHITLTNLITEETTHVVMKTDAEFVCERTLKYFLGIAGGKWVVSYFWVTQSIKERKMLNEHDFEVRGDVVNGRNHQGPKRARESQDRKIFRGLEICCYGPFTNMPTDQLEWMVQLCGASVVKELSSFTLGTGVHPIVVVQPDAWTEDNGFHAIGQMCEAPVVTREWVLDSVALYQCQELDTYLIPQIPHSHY
#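 Fluorescence polarization: 100 nM His-tagged BRCA1 BRCT with 100 nM TAMRA-labelled phospho-BACH1 decapeptide, phosphate buffer pH 7.3 with 150 mM NaCl, DTT, 0.01% Tween 20; 12 min RT. Binding inhibition seen as FP decrease.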
# 4MU fluor – 4-MU region autofluorescence | max dye-equivalent concentration, M | AID 589 | compound autofluorescence, 340/450 nm, 4-MU equivalents; hits give high values | 11% of 59,000 active; in the data active = max dye-equivalent concentration above about 10 nM; inconclusive = mostly about 1.1 nM to 9.6 nM
#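 Compounds in 100 mM Tris, pH 8.0, sat 15 min at room temperature before fluorescence was read at 340 nm excitation/450 nm emission; a per-plate six-point 4-MU standard curve converted signals to dye-equivalent concentration at each compound concentration.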
# A350 fluor – compounds fluorescent in Alexa 350 spectral region; 11% of 59,000 active; Compound autofluorescence, 340/450 nm, Alexa 350 dye-equivalents; hits give high values; max dye-equivalent concentration, M; in the data active = max dye-equivalent concentration above about 10 nM; inconclusive = mostly about 1.1 nM to 9.6 nM
# CRE Fsk mod – alters forskolin-stimulated CRE reporter signaling in CHO cells | Potency, µM (top dose mostly 38.2 µM), without a hit: top-dose activity change, negative = inhibition, usual class: activators | CHO CRE-bla reporter (cAMP response element driving beta-lactamase), forskolin EC10, beta-lactamase ratio | 2.5% of 71,000 active; active = well fitted activation curve with a large enough effect in the signal ratio, with a control signal flat, not every such curve was filed as active; inconclusive = small, poorly fitted or top-dose-only effect, or effect the other way, or a change in a side signal; the % refers to the signal ratio; also: potency is read from the fitted curve at half-maximal effect; % of control where 0% means no effect
#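 CHO CRE-bla cells, overnight plating in Opti-MEM with 0.5% dialyzed FBS; cpd titration + EC10 NKH 477, 3 h 37 °C; CCF4 2 h RT; ex 405/em 460 vs 530 ratio → %Activity, AC50.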
# Epigenetic mod – derepresses silenced GFP locus in mouse C127i cells | Potency, µM (series often up to 46.1 µM), without a hit: at the top dose GFP derepression (activation) | mouse C127i GFP locus derepression, cytometry, 30 h | AID 597 | 0.09% of 68,000 active; also: % of control where 0% means no effect
#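 Murine C127i mammary cells carrying a silenced, stably integrated CMV-driven GFP reporter were treated with compound for 30 hours at 37 C. After PBS washes, GFP-positive cells were counted by laser-scanning microplate cytometry.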
# Hsp90 Hop PPI – changes Hsp90-Hop TPR2A binding signal, up or down. Potency, µM (top dose mostly 57 µM), without a hit: at the highest dose activity change, negative = inhibition. AID 595. AlphaScreen TPR2A-His6 binding biotin-Hsp90 C-terminal peptide. 0.44% of 71,000 active; active = well fitted curve in either direction with a large enough effect; inconclusive = small, poorly fitted or top-dose-only effect, or another doubt; also: potency is read from the fitted curve at half-maximal effect; % is scaled to controls: 0 for no effect and ±100 for the full control effect; many of its hits are not listed in these tables
# BRCT inh green – blocks human BRCA1 BRCT binding to phosphopeptide, green readout; P38398; BRCA1 BRCT-phosphopeptide binding, green fluorescence polarization; Potency, µM (series often up to 76.9 µM), inactives show at the top dose activity change, negative = inhibition, actives largely listed as inhibitors; 0.05% of 75,000 active; AID 875;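 also: potency is read from the fitted curve at half-maximal effect; plate controls were peptide without protein for full effect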
#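 Fluorescence polarization: His-tagged BRCT (~35 kDa BRCA1 C-terminus, 250 nM) bound to 100 nM fluorescein-labeled phosphorylated 10-aa BACH1 peptide, pH 7.3 phosphate buffer with DTT and Tween 20. Compounds incubated 12 min at room temperature; inhibition read as lowered polarization.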
# Ub-GFP proteasome – ubiquitin-GFP accumulation via proteasome inhibition; Ubiquitin-GFP reporter cells, proteasome inhibition, GFP fluorescence; response scale: untreated = 0%, 10 µM MG-132 = 100%; Potency, µM (top dose mostly 45.9 µM), inactives show at the highest dose activation (GFP accumulation), usual class: activators; 67,000 tested, under 10 active; active = well fitted activation curve with a large enough effect, not every such curve was filed as active; inconclusive = small, poorly fitted or top-dose-only effect, or another doubt; inactive = no such curve, though single readings can be large or run the other way; also: potency is read from the fitted curve at half-maximal effect
#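 U2OS cells expressing ubiquitin(G76V)-GFP, seeded overnight in 0.5% FBS medium, then treated 4 hr at 37 C across 46 uM to 2.9 nM. GFP-positive cells counted by laser cytometry (488 ex/515 em); %activity scaled between basal and 10 uM MG-132.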
# Pol III holo inh – blocks replication by bacterial DNA polymerase III holoenzyme; 0.25% of 71,000 active; Potency, µM (top dose mostly 57.1 µM), for the others: at the top dose activity change, negative = inhibition; reconstituted DNA polymerase III holoenzyme replication, biochemical; also: potency is read from the fitted curve at half-maximal effect; % is scaled to controls: 0 for no effect and ±100 for the full control effect
#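 Reconstituted *E. coli* holoenzyme (0.35 nM Pol III, 1 nM beta, 154 nM SSB, 2 nM primase) was preincubated with compound for 15 min at RT. Synthesis on 1.4 nM ssM13Gori ran 35 min, then was stopped with PicoGreen/EDTA and read as dsDNA fluorescence.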
# * = called active by the depositor; i = inactive; ? = inconclusive; nt = not tested or not shown; & = joins results of further samples; [ ] = remark or other dose. Unless noted, calls follow the shape of the dose curve; as a rule, active = well fitted curve in the direction sought with a large enough effect; inconclusive = small, poorly fitted or top-dose-only effect, or another doubt; inactive = no such curve, though single readings can be large; an effect the other way counts as inactive or inconclusive. Compounds as they come. Share with any hit: about 12%.
# Screens in order: HBB splicing	15-hLO inh	BRCT PPI red	4MU fluor	A350 fluor	CRE Fsk mod	Epigenetic mod	Hsp90 Hop PPI	BRCT inh green	Ub-GFP proteasome	Pol III holo inh
> COc1ccc(Oc2ncc3nc(-c4ccc(OC)cc4)c(=O)n(CCC#N)c3n2)cc1
  0.5%	14%	-1.7%	i	i	?	6%[9.22 µM]	-3%	1.8%	-9%	18%
> O=C(NCCc1ccccc1)C1CCN(S(=O)(=O)c2ccc(-n3cnnn3)cc2)CC1
  nt	-2%	-3.1%	i	i	0%	-1%	0%	-2.8%	-6%	-4%
> O=S(NCc1ccccc1)C12CC3CC(CC(C3)C1)C2 (configuration not stated)
  -0.4%	-7%	-0.6%	i	i	3%	-2%	-4%	-1.0%	-3%	2%
> NC(=O)c1ccsc1NC(=O)CN1C(=O)C2CC=CCC2C1=O (configuration not stated)
  -2.1%	-11%	-1.0%	3.4e-07M*	4.3e-07M*	-2%	-1%	-4%	-1.4%	0%	-7%
> O=c1[nH]c2c(s1)C=Nc1ccccc1N2
  1.2%[9.22 µM]	14%	-0.2%	nt	nt	-1%	-5%	-3%	-23%	2%	6%
> CC1CN(c2nc(-c3ccccc3)nc3ccccc23)CC(C)O1 (configuration not stated)
  -4.3%[0.0738 µM]	-3%[11.4 µM]	-3.2%	nt	nt	?	-4%	14%[11 µM]	0.0%	3%[9.17 µM]	-4%[11.4 µM]
> Cc1cc(=O)oc(C)c1C(=O)N1CCN(C(c2ccccc2)c2ccccc2)CC1
  -1.6%[57.5 µM]	-6%	0.4%	i	i	-15%	0%	?	3.0%	0%	11%
> CCOC(=O)N1CCN(C(=O)CCc2ccc(S(=O)(=O)NCCc3ccccc3)cc2)CC1
  -1.3%	6%	-1.3%	i	i	-7%	2%	-5%	-1.5%	2%	3%
> COC1=C(OC)C(=O)c2ccccc2C1=O
  0.8%	?	-0.3%	1.5e-07M*	2e-07M*	?	0%	-24%	-1.6%	4%	-5%
> COc1ccc(N2CCN(S(=O)(=O)c3ccc(Cl)c(C(F)(F)F)c3)CC2)cc1
  -0.6%	4%	-0.7%	i	i	-5%	2%	-1%	-0.1%	-1%	-8%
> COCCN(C(=O)Cc1cccs1)c1nnc(-c2cccnc2)s1
  1.3%	19%	1.0%	i	i	6%	-2%	-5%	2.1%	-4%	0%
> C=CCn1c(SCC(N)=O)nc(C)cc1=O
  0.9%	7%	1.4%	i	i	2%	4%	-5%	-1.9%	-2%	1%
> O=C1c2oc3ccccc3c(=O)c2C(c2ccc(Br)cc2)N1c1ncccn1 (configuration not stated)
  1.0%[0.369 µM]	5%	1.0%	?	1.3e-08M*	?	0%	-5%	-1.6%	nt	1%
> CCOC(=O)c1cc2n(n1)C(C(F)(F)C(F)(F)F)CC(C)N2 (configuration not stated)
  0.4%	-4%	-0.9%	i	i	2%	0%	-3%	-0.5%	2%	-7%
> COc1ccc(OC)c(C2C(C#N)=C(N)Oc3c2c(C)nn3-c2ccc(C)cc2)c1 (configuration not stated)
  nt	-17%	0.4%	i	i	-14%	-1%	-12%	-1.4%	-2%	-6%
> COc1ccc(-c2ccc(S(=O)(=O)N3CCOCC3)cc2)cc1
  3.9%	1%	-1.6%	i	i	4%	3%	-4%	-0.7%	-2%	3%
> c1ccc(CNc2ncnc3c2cnn3-c2ccccc2)cc1
  -2.2%[57.5 µM]	-7%	0.1%	i	i	?	-7%	2%	-1.7%	4%	2%
> COCCN1C(=O)c2ccccc2C(C(=O)NCCCN2CCCC2)C1c1c[nH]c2ccccc12 (configuration not stated)
  5.2%[0.369 µM]	?	-1.8%	i	i	-4%	-4%	-4%	-4.8%	nt	-2%
> O=C(CSc1nnc(-c2ccc(O)cc2)o1)N1CCOCC1
  nt	21%	-2.5%	i	i	-3%	0%	?	-1.3%	6%	-1%
> CCOc1ccc2[nH]c(=O)c(CN(CC3COCCO3)C(=O)C3CC3)cc2c1 (configuration not stated)
  -2.8%	11%	0.8%	3.9e-07M*	6.3e-07M*	0%	0%	-2%	1.9%	-2%	-4%
> N#Cc1cc2cc3c(cc2nc1N1CCOCC1)OCO3
  nt	-9%	-1.0%	1.4e-06M*	1.3e-06M*	8%	0%	6%	-0.6%	-3%	-1%
> COc1ccc(OC)c(C2=NOC(C(=O)NCCN3CCOCC3)C2)c1 (configuration not stated)
  1.1%	-2%	-0.3%	i	?	?	-2%	-2%	0.7%	-7%	3%
> COC(=O)Cn1cnc2c(C#N)c3n(c2c1=O)CCCCC3
  -0.6%	-2%	-3.1%	i	i	3%	-3%	-2%	-0.1%	0%	-7%
> CCCCn1c(SCC(=O)OC)nc2c1c(=O)n(C)c(=O)n2C
  nt	4%	0.2%	i	i	?	1%	46%	1.2%	-3%	0%
> Nc1ccc(C(=O)O)cc1
  0.7%	3%&-2%	0.2%&0.2%	nt	nt	-12%	nt	1%	2.2%[3.08 µM]	nt	-7%
> COc1ccccc1CNc1cc(-c2ccc(C(=O)N(C)C)cc2)ncn1
  0.5%	27%	0.0%	i	i	6%	-4%[9.22 µM]	0%	-0.8%	-8%	-14%
> CCCn1c(-c2ccc(F)cc2)nc2c(N3CCCN(Cc4ccccc4)CC3)nc(C)nc21
  -0.7%	7%	-3.7%	nt	nt	1%	nt	-5%	2.1%	-3%	-3%
> c1ccc2c(c1)ncn2Cc1nnc2sc(-c3ccc4c(c3)OCO4)nn12
  3.0%	-12%	-2.3%	?	?	13µM*	0%	-5%	6.0%	14%	-11%
> O=C(Nc1cccc(F)c1)c1cccc(S(=O)(=O)N2CCOCC2)c1
  -0.5%	2%	-0.5%	1.8e-07M*	2.2e-07M*	-7%	0%	0%	-0.3%	1%	-2%
> O=C(CSc1nc2ccccc2n1CC(=O)NCc1ccccc1)NCc1ccco1
  0.2%[57.5 µM]	0%	1.1%	i	i	-5%	8%	-6%	-2.0%	0%	-6%
> CCOC(=O)C1CCN(C(=O)C2CCN(S(=O)(=O)N3CCCC3)CC2)CC1
  -2.6%	7%	0.1%	i	i	20%	-1%	2%	-2.7%	2%	-3%
> Cc1ccc(/C=N/n2c(C)nnc2C)s1
  -3.6%	1%	-0.3%	?	?	?	0%	0%	-1.5%	-2%	-4%
> CCCOc1ccccc1Cn1c(=O)oc2ccc(C)cc21
  -6.3%	-18%	1.3%	i	?	1%	-2%	?	-1.0%	0%	-3%
> O=C1CCc2cc(S(=O)(=O)N3CCC(C(=O)NC4CCCCCCC4)CC3)ccc2N1
  0.0%	1%	0.5%	nt	nt	-1%	-4%	1%	-1.2%	29%	5%
> CC(C)(C)C(=O)OCOC(=O)[C@@H]1N2C(=O)[C@@H](N=CN3CCCCCC3)[C@H]2SC1(C)C
  2.4%[20.6 µM]	0%[25.6 µM]	-0.3%[34.4 µM]	i	i	-1%[17.1 µM]	2%[20.6 µM]	-1%[26 µM]	0.6%[34.4 µM]	8%[20.5 µM]	-7%[25.6 µM]
> Cc1noc(C)c1COC(=O)c1cc(F)c(F)cc1Cl
  -2.3%[57.5 µM]	-6%	1.7%	i	i	0%	-2%	9%	-0.4%	-4%	2%
> COCCOc1nc2c(c(=O)n(C)c(=O)n2C)n1CCc1ccccc1
  nt	1%	-0.2%	i	i	15%	1%	2%	-2.9%	-7%	-6%
> Cc1cc(C)c2nc(SCC(=O)N3CCCCC3)c(C#N)cc2c1
  0.0%	0%	-0.8%	?	?	-14%	1%	-4%	-0.2%	2%	-4%
> Cc1noc(C)c1C(=O)Nc1ccccn1
  0.1%	?	-3.0%	i	i	5%	3%	-5%	1.1%	3%	-8%
> C1CCN(c2nc3nonc3nc2N2CCCC2)C1
  1.8%	3%	1.4%	i	i	?	0%	4%	-1.1%	2%	-4%
> CCOC(=O)C1CCCN(C(=O)c2cn(CC)c3ccc(S(=O)(=O)N(C)C)cc3c2=O)C1 (configuration not stated)
  1.0%	1%	-0.1%	nt	nt	3%	nt	-5%[2.3 µM]	-0.9%	0%	-5%
> C1=Nc2c(NCc3ccccc3)ncnc2Oc2ccccc21
  -0.9%[57.5 µM]	?	-0.8%	i	i	?	0%	-8%	2.2%	-5%	-7%
